High-throughput results as filed in PubChem BioAssay.
MPTP block: mitochondrial permeability transition pore inhibitors, primary screen, biochemical, isolated mouse mitochondria, absorbance; Ca2+ swelling absorbance, 30 min; inhibition, % at 10 µM; 1.4% of 360,000 active;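 active = inhibition of 50% or more, scaled per plate between neutral and stimulator controls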;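 note: 0% = DMSO wells given calcium and 100% = 1 mM EGTA wells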
APOBEC3A inh: APOBEC3A ssDNA deaminase inhibitors, primary screen, selectivity assay for APOBEC3G inhibitor project, biochemical, FAM/TAMRA oligo cleavage fluorescence. 0.41% of 330,000 active. inhibition, % at 20 µM. DNA dC->dU-editing enzyme APOBEC-3A (Homo sapiens), P31941. recombinant A3A, FAM/TAMRA ssDNA deamination fluorescence;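 active = at least 40% inhibition at 20 µM here, with at most 30% in a related deaminase screen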;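 note: plate controls were A3A with DMSO for no effect and wells lacking A3A enzyme for full effect; some results filed as inactive read as strong as hits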
ATG4B inhibitor: ATG4B protease inhibitors, primary screen, biochemical, fluorescence, uHTS | ATG4B cleavage of LC3-PLA2, NBD-HPC fluorescence, 1 h | inhibition, % at 8.33 µM | 0.51% of 340,000 active; in the data active = inhibition above about 40%
mIAP activ: activators of mouse IAP, primary screen, biochemical, luminescence, uHTS; activation factor at 10 µM; intestinal alkaline phosphatase [Mus musculus]; muIAP, CDP-Star luminescence, 30 min; hits give high values; 1 = vehicle-only enzyme signal, 0 = enzyme-free wells; 0.24% of 330,000 active;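 active = activation factor of at least 2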; note: the source names both 10 and 20 µM as test concentration; values of inactives mirror those of a sister screen read the other way
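also added = chemiluminescent substrate CDP-Star | test system = mouse IAP enzyme | signal = chemiluminescence readout | compound = DMSO-dissolved test compounds | incubation = 30 min at room temperature | benchmarks = DMSO wells, no-enzyme wells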
A3G deaminase: APOBEC3G DNA deaminase inhibitors, primary screen, biochemical, fluorescence, single-stranded DNA substrate, uHTS; AID 493012, 2011; 0.28% of 330,000 active; recombinant A3G, ssDNA deamination FAM/TAMRA fluorescence; inhibition, % at 20 µM;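 active = inhibition of at least 40% at 20 µM, with no more than 30% in the related APOBEC3A deaminase screen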;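 note: plate controls were DMSO wells with A3G for no effect and wells lacking A3G enzyme for full effect; some compounds called inactive have numbers as strong as hits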
Target sequence (Q9HC16 whole entry, looked up): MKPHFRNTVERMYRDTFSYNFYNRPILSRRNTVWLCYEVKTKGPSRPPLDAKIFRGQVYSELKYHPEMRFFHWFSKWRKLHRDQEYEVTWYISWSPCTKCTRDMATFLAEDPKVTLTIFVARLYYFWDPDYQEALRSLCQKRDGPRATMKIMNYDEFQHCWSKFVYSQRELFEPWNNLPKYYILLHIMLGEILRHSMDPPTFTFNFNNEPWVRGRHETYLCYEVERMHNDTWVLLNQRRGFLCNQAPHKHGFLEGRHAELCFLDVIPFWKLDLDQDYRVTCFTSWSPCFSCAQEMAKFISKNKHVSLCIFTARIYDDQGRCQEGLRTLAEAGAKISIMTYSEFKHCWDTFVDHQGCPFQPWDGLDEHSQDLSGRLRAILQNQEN
hIAP activ: human IAP activators, primary screen, biochemical, luminescence, uHTS | Intestinal-type alkaline phosphatase (Homo sapiens), P09923 | purified human IAP, CDP-Star luminescence, 30 min; hits give high values; 1 = vehicle-only enzyme, 0 = enzyme-free background | activation factor at 10 µM | 0.16% of 330,000 active | AID 2524, 2010;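 active = activation factor of the enzyme at least 2-fold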; note: the source names both 10 and 20 µM as test concentration; values of inactives mirror those of a sister screen read the other way
Target sequence (P09923 whole entry, looked up): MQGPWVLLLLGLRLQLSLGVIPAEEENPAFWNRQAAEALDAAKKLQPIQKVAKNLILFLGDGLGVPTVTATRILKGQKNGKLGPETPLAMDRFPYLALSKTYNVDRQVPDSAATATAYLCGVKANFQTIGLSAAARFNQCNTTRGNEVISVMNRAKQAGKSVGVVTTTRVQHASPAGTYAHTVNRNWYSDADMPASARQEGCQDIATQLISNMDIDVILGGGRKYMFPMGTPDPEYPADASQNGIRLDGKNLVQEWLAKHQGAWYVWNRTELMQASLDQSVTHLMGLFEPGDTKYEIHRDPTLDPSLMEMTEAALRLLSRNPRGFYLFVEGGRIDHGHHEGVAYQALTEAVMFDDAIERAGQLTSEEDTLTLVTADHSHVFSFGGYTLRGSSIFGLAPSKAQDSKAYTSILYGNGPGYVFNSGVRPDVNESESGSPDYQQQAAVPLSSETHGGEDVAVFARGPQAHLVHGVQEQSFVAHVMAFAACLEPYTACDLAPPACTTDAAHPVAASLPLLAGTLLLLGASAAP
hIAP inh: human IAP inhibitors, primary screen, biochemical, luminescence, uHTS; inhibition, % at 10 µM; Intestinal-type alkaline phosphatase (Homo sapiens), P09923; 0.12% of 330,000 active; purified IAP, CDP-Star luminescence, 30 min; AID 2544, 2010;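 active = inhibition reaching a set limit with compound at 10 µM in the primary screen, cut at about 35% in these data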;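 note: plate controls were DMSO wells with enzyme for no effect and no-enzyme buffer wells for full effect; values of inactives mirror those of a sister screen read the other way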
MIN6 prolif: inducers of MIN6 beta-cell proliferation, primary screen, ATP luminescence, uHTS; proliferation, % at 10 µM; MIN6 cells proliferation, ATPlite luminescence, 48 h; cells starved in 0.2% serum; 100% = growth in 10% serum; 0.29% of 330,000 active; AID 2380, 2010;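 active = compounds whose signal lies at least 3.5 SD above the mean of all wells on their plate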;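 note: 0% = DMSO-treated cells in low-serum medium and 100% = 10% serum control; some compounds called inactive have numbers as strong as hits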
mIAP block: inhibitors of mouse IAP, primary screen, biochemical, luminescence, uHTS | intestinal alkaline phosphatase [Mus musculus] | 0.2% of 330,000 active | inhibition, % at 10 µM | AID 2806, 2010 | purified mouse IAP, CDP-Star luminescence, 30 min;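 active = inhibition of at least 40% at 10 µM in the primary screen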;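 note: plate controls were DMSO with enzyme for no effect and no enzyme wells for full effect; values of inactives mirror those of a sister screen read the other way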
* hit, by the source's call; . = not tested or not shown. The order is random, and some 3.3% of all compounds hit somewhere here.

SMILES	MPTP block	APOBEC3A inh	ATG4B inhibitor	mIAP activ	A3G deaminase	hIAP activ	hIAP inh	MIN6 prolif	mIAP block
O=C(O)C1CCN(C(=O)CSc2nnc(-c3ccccc3)o2)CC1	0.7	-4.5	1.3	0.972	-8.4	0.956	4.4	-2.8	2.8
CC1(C)OC2C(CO)OC(n3cnc4c(=S)nc[nH]c43)C2O1 (configuration not stated)	1.7	0.7	15.9	1.11	-1.8	0.919	8.1	-2.9	-10.9
On1c(-c2ccc(Cl)cc2)nc2ccccc21	-1.7	1.3	0.8	0.964	1.4	0.926	7.4	-2.2	3.6
C/C(=N\NC(=S)Nc1ccc(C(C)C)cc1)c1ccc2c(c1)OCO2	3.8	3.2	-2.8	1	-13.1	1.48	-47.5	-5.2	-0.5
COc1ccccc1OCCn1cc(C(=O)C(C)C)c2ccccc21	-0.2	-3.3	4.7	1.05	-2.5	0.979	2.1	3.9	-4.6
Cc1nn(-c2nc(-c3ccco3)cc(C(F)(F)F)n2)c(C)c1Br	2.2	1.8	-8.0	0.969	-1.0	0.993	0.7	-2.4	3.1
CCC(C)(C)NC(=O)C1CCN(c2nc(C)cc(C)n2)CC1	-0.9	1.2	0.7	1.03	-4.0	1.06	-6.3	0.4	-2.6
COc1ccc(CNC(=O)C2CCCN(S(=O)(=O)c3ccc4c(c3)C(C)(C)C(=O)N4C)C2)cc1 (configuration not stated)	-1.2	-1.3	-10.5	1.16	37.9	1.11	-11.0	-1.6	-16.2
CN(C(=O)c1ccc2c(c1)SC1=NS(=O)(=O)CCN12)C(c1ccccc1)c1ccccc1	0.5	5.3	-19.1	0.987	-7.1	1.12	-12.0	-2.1	1.3
Cc1cc(C)cc(NC(=O)CCCN2C(=O)C(c3ccccc3)Oc3cccnc32)c1 (configuration not stated)	-0.5	-4.6	20.2	1.04	1.9	1.31	-30.9	2.7	-4.4
COC(=O)c1ccc(/C=C/C(=O)c2cccc(OC)c2)cc1	-1.1	-1.1	2.4	0.821	-2.9	1.1	-9.6	-2.9	17.9
CSc1ncccc1C(=O)N1CCCC(C(=O)c2ccc3ccccc3c2)C1 (configuration not stated)	1.1	2.0	-14.0	1.01	-6.6	0.89	11.0	0.5	-1.3
O=C(/C=C/c1ccccc1)c1ccc2c(c1)OCO2	-2.2	-1.3	7.8	0.961	-1.0	0.978	2.2	-6.4	3.9
Cc1cc(NC(=O)CSCC(=O)OCC(=O)Nc2ccc(OC(F)F)cc2)no1	0.0	-1.9	-10.2	1.03	-3.1	1.03	-3.4	-0.8	-2.8
CCC(C)c1ccccc1NC(=O)C(C)Sc1n[nH]c(N)n1 (configuration not stated)	-0.8	-0.6	-16.6	0.997	-8.1	1.15	-15.4	-1.9	0.3

The closing six records of the part before open the next one.
SMILES	MPTP block	APOBEC3A inh	ATG4B inhibitor	mIAP activ	A3G deaminase	hIAP activ	hIAP inh	MIN6 prolif	mIAP block
Cc1cc(C)cc(NC(=O)CCCN2C(=O)C(c3ccccc3)Oc3cccnc32)c1 (configuration not stated)	-0.5	-4.6	20.2	1.04	1.9	1.31	-30.9	2.7	-4.4
COC(=O)c1ccc(/C=C/C(=O)c2cccc(OC)c2)cc1	-1.1	-1.1	2.4	0.821	-2.9	1.1	-9.6	-2.9	17.9
CSc1ncccc1C(=O)N1CCCC(C(=O)c2ccc3ccccc3c2)C1 (configuration not stated)	1.1	2.0	-14.0	1.01	-6.6	0.89	11.0	0.5	-1.3
O=C(/C=C/c1ccccc1)c1ccc2c(c1)OCO2	-2.2	-1.3	7.8	0.961	-1.0	0.978	2.2	-6.4	3.9
Cc1cc(NC(=O)CSCC(=O)OCC(=O)Nc2ccc(OC(F)F)cc2)no1	0.0	-1.9	-10.2	1.03	-3.1	1.03	-3.4	-0.8	-2.8
CCC(C)c1ccccc1NC(=O)C(C)Sc1n[nH]c(N)n1 (configuration not stated)	-0.8	-0.6	-16.6	0.997	-8.1	1.15	-15.4	-1.9	0.3
CCOc1cc(S(=O)(=O)NC2CCCCC2)ccc1F	2.0	4.8	-5.7	1	-3.6	1.04	-4.3	-1.6	0.0
O=C(NCCCN1CCOCC1)c1ccc(NC(=O)C2COc3ccccc3O2)cc1 (configuration not stated)	-0.2	0.3	-4.4	1.04	-0.6	1.15	-15.2	-0.7	-4.4
CCn1c(SCC(=O)NC2CCS(=O)(=O)C2)nnc1-c1ccccc1 (configuration not stated)	1.2	-2.4	-3.4	0.989	-4.5	1.1	-10.5	-1.0	1.1
CC(=O)C1=C(c2ccccc2)NC(=O)NC1c1cccs1 (configuration not stated)	2.6	-3.7	0.3	1.08	-0.5	1.12	-12.3	-0.2	-8.2
COC(=O)C1=C(Nc2ccc(C)cc2)C=C(C)C(C(=O)OC)C1c1ccc(F)cc1 (configuration not stated)	3.5	3.4	1.1	0.948	-5.3	0.858	14.2	-5.8	5.2
COc1ccc(C(=O)NC(=S)Nc2ccc(S(=O)(=O)Nc3cc(C)on3)cc2)cc1OC	-0.2	-1.3	2.3	0.996	-5.1	1.19	-19.4	-2.7	0.4
Cn1cccc1C(=O)NC(=O)COC(=O)CNS(=O)(=O)c1ccc(Br)cc1	5.0	4.0	-0.3	1.1	-4.3	1.11	-11.0	0.2	-10.2
Cc1ccc(NC(=O)CN(C)C(=O)c2cc(C)on2)cc1	-1.4	1.7	-8.5	1.02	-4.3	0.953	4.7	0.5	-2.0
O=C(C1CCCN(S(=O)(=O)c2ccccc2[N+](=O)[O-])C1)N1CCN(c2ccccc2)CC1 (configuration not stated)	-3.3	-2.8	-14.5	0.938	-1.5	1.05	-5.5	-0.8	6.2
O=C(COC(=O)c1cccc(F)c1)Nc1ccc2c(c1)OCCO2	0.4	-0.7	-1.2	1.05	-2.8	0.98	2.0	1.3	-5.0
CC(C)(C)Oc1ccccc1Nc1nc(NCCO)nc(N2CCCC2)n1	1.2	-2.2	-14.7	1.03	-11.4	0.859	14.1	3.1	-2.8
COc1ccc(CNS(=O)(=O)c2cc(-c3cc(C)no3)ccc2C)cc1OC	0.8	-3.5	-0.4	1.06	-4.7	1.11	-10.8	-0.6	-5.6
COc1cc(/C=C/c2ccc3cccc(O)c3n2)cc(Br)c1OC	1.9	1.5	-1.7	0.925	1.1	1.16	-16.4	-5.1	7.5
O=c1c2ccccc2c(/C=N/c2n[nH]c(CCCO)n2)c(O)n1-c1ccccc1Cl	-0.3	-0.3	-12.0	0.973	9.1	1.29	-29.1	-2.0	2.7
CCC1(C)Cc2c(sc3nc(SCC(=O)O)[nH]c(=O)c23)CO1 (configuration not stated)	-0.5	-2.0	-8.0	0.984	-2.8	0.991	0.9	-2.1	1.6
CN(c1ccccc1)S(=O)(=O)c1ccc(C(=O)N2CCN(c3ccccc3F)CC2)cc1	0.0	-1.8	-8.2	0.939	-5.2	1.16	-16.2	-2.2	6.1
COc1cc(-c2nc3cnccn3c2Nc2ccc(C)cc2)ccc1O	0.4	-2.1	-9.6	0.832	-3.0	0.921	7.9	-3.6	16.8
CN(C)S(=O)(=O)c1cccc(NC(=S)N2CCCCC2CO)c1 (configuration not stated)	-2.4	-1.4	9.2	0.981	0.5	0.929	7.1	1.1	1.9
COc1ccc(C(=O)Nc2ccc3nc(N4CCCCC4)cc(C)c3c2)c(OC)c1	.	-1.3	.	1.05	-5.9	1.05	-4.7	-4.6	-5.5
CCC(=O)N1CCN(c2nnc(-c3ccccc3)c3ccccc23)CC1	-0.8	-6.5	1.0	0.981	-7.9	1.01	-1.5	-1.3	1.9
O=C(CN1CCC(NC(=O)c2ccc(Br)cc2)CC1)NCc1cccs1	1.4	-2.4	-19.5	0.947	-4.0	1.1	-9.6	-0.9	5.3
CCOC(=O)C1CCN(S(=O)(=O)c2cn(C)cn2)CC1	-1.2	1.2	-5.8	0.971	-2.5	1.07	-6.6	1.2	2.9
Cc1ccc(S(=O)(=O)N2C=CC(C(F)(F)F)=NCC2)cc1	0.5	-3.9	-3.9	0.955	-3.0	1.09	-9.0	-0.8	4.5
O=C(O)c1ccccc1SC1CC(=O)N(c2ccc3c(c2)OCO3)C1=O (configuration not stated)	-1.0	0.6	13.7	1.04	0.3	1.22	-21.7	-1.8	-4.2
O=C(O)C1CCN(C(=O)OCc2ccccc2)CC1	0.3	-0.6	-10.7	1.08	-1.3	1.07	-7.5	-3.6	-8.2
Cc1ccc(-c2ccc(/C=N/N3C(=O)C4C5C=CC(CC5)C4C3=O)o2)c([N+](=O)[O-])c1 (configuration not stated)	7.7	2.1	-0.8	0.948	-0.9	0.954	4.6	-1.8	5.2
O=C(c1cnn2c(C(F)(F)F)cc(-c3ccccc3)nc12)N1CCOCC1	-0.3	-3.8	2.0	1.03	-7.8	0.86	14.0	-1.2	-3.3
CCc1nc(C)cn1S(=O)(=O)c1ccc(Cl)c(Cl)c1Cl	42.3	0.2	-14.1	0.852	-0.4	0.976	2.4	-5.4	14.8
CN(C)/N=C/C=C1\CC/C(=C\c2ccc(F)c(F)c2)C1=O	5.8	2.9	1.4	0.869	0.7	0.734	26.6	-3.2	13.1
CCOc1ccc2c(c1)C(c1ccc(C)o1)=NNC(c1ccncc1)=N2	1.5	-4.0	-9.0	0.956	9.5	0.832	16.8	-1.6	4.4
CCOC(=O)Cn1c(S(=O)(=O)Cc2cccc(F)c2)nc(-c2ccccc2)c1-c1ccccc1	-1.7	1.6	8.3	0.934	-1.2	0.918	8.2	-5.2	6.6
Cc1cc(C(=O)NC2CCCc3c2cnn3-c2ccc(C(C)(C)C)cc2)n[nH]1 (configuration not stated)	44.0	-0.5	12.0	1.36	1.5	1.66	-65.8	-3.7	-36.2
Cc1c(CNCC(C)c2ccccc2)c(C(=O)O)c(C)n1Cc1ccccc1 (configuration not stated)	-0.3	0.3	-8.5	0.947	-5.0	0.811	18.9	0.7	5.3
COc1ccc(CN2CN(S(=O)(=O)c3ccccc3)c3nc4ccccc4nc32)cc1	0.8	-2.1	-1.6	0.935	-4.5	0.95	5.0	-3.6	6.5
CCCNC(=O)c1oc2ccc3c(c2c1C)C(=O)CC(C)(C)O3	0.7	-3.9	2.4	0.95	-5.3	1.02	-1.7	-3.1	5.0
CCOc1ccc(OCCC(=O)NNC(=O)c2cc(OC)c(OC)c(OC)c2)cc1	-2.2	27.0	5.5	1.05	0.4	1.26	-25.9	-0.6	-5.4
CCOC(=O)C(=CNc1ccc2c(c1)CCN2C(C)=O)C(=O)OCC	2.6	-5.3	2.7	0.989	-12.8	0.863	13.7	-2.9	1.1
COc1ccc(N2CCN(C(=O)COC(=O)COc3ccc(C#N)cc3)CC2)cc1	-3.1	-2.0	-2.0	1	-6.0	0.741	25.9	1.4	-0.5
COCc1nnc(NS(=O)(=O)c2ccc(NC(C)=O)cc2)s1	8.2	-2.1	3.7	0.918	-4.6	0.982	1.8	0.0	8.2
CCCn1nc(C(=O)Nc2ccc3nc(C)sc3c2)c2ccccc2c1=O	5.5	0.9	-21.3	0.96	-2.8	1.01	-1.2	1.8	4.0
